STAT3 act: activators of IL-6 induced STAT3 signaling; U3A cells, IL-6 STAT3-luciferase reporter, luminescence; 100% = signal with IL-6 EC80 alone; activation (% of control), % at 5.6 µM; 190,000 tested, 0.91% active; AID 871;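 active means activation above the screen-wide mean of compound activation plus 3 SD, cut at about 130% in these data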;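 further: 0% = background luminescence of wells with medium and substrate only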
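Material: human U3A cells carrying STAT3-luciferase construct. Measured by: reporter luminescence signal. Timing: compound 1 h, then IL-6 6 h at 37 °C.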
STAT1 blocker: STAT1 signaling inhibition; inhibition, % at 5.5 µM; NIH 3T3 STAT1-luciferase reporter, IFN-gamma, luminescence; 200,000 tested, 0.35% active;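 active means inhibition above a set limit, the mean inhibition across all tested compounds plus 3 SD, cut at about 34% in these data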;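 further: 0% = IFN-gamma with DMSO and 100% = IFN-gamma with 300 µM nifuroxazide; values of inactives mirror those of a sister screen read the other way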
ROMK mod: modulators of human ROMK potassium channel | AID 1918 | Tet-inducible ROMK, thallium flux fluorescence; actives lie on both sides | P48048 | B-score at 10 µM | 130,000 tested, 2% active;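 active means signal ratio slope over the read window, or its plate-corrected B-score, at least 3 SD from the plate mean, either direction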;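 further: B-score of the F/F0 ratio slope over 7 to 12 s after thallium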
Target sequence (P48048 whole entry, looked up): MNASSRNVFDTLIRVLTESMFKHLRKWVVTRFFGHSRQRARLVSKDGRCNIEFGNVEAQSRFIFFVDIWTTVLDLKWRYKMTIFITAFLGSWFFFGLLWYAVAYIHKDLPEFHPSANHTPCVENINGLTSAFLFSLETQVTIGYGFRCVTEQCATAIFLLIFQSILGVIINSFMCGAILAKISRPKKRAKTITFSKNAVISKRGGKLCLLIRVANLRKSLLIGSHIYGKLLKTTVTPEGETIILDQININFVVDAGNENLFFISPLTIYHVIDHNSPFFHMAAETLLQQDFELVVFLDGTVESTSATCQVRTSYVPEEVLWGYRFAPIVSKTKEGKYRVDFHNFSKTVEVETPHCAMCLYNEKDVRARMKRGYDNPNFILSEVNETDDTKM
APP 5UTR inh: APP translation inhibition; SH-SY5Y APP 5'UTR-luciferase reporter, luminescence; inhibition, % at 2 µM; 190,000 tested, 0.82% active; AID 1285;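 active means inhibition above a set limit, derived from the sample mean plus 3 SD, cut at about 45% in these data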; further: values of inactives mirror those of a sister screen read the other way
APP 5'UTR act: APP 5'UTR luciferase reporter activation. SH-SY5Y APP 5'UTR luciferase reporter, luminescence; zero percent = DMSO vehicle wells. activation, % at 2 µM. 190,000 tested, 1% active. AID 1276;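 active means activation above a set limit, based on mean plus 3 SD of controls, cut at about 140% in these data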; further: values of inactives mirror those of a sister screen read the other way
STAT3 inh: inhibitors of IL-6 induced STAT3 signaling | U3A cells, IL-6 STAT3-luciferase reporter, luminescence; host cell line lacks STAT1 | inhibition, % at 5.5 µM | 190,000 tested, 0.89% active;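 active means inhibition above the mean inhibition across all screened compounds plus 3 SD, cut at about 44% in these data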;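 further: 0% = DMSO only wells and 100% = 100 µM nifuroxazide control wells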
FLuc inh counter: Photinus pyralis luciferase inhibition counter-screen; P08659; ATPLite firefly luciferase biochemical luminescence, 10 min; inhibition, % at 10 µM; 200,000 tested, 1.5% active; AID 1006;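 active means inhibition above about 50% when tested at 10 µM, limit read from the data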
Target sequence (P08659 whole entry, looked up): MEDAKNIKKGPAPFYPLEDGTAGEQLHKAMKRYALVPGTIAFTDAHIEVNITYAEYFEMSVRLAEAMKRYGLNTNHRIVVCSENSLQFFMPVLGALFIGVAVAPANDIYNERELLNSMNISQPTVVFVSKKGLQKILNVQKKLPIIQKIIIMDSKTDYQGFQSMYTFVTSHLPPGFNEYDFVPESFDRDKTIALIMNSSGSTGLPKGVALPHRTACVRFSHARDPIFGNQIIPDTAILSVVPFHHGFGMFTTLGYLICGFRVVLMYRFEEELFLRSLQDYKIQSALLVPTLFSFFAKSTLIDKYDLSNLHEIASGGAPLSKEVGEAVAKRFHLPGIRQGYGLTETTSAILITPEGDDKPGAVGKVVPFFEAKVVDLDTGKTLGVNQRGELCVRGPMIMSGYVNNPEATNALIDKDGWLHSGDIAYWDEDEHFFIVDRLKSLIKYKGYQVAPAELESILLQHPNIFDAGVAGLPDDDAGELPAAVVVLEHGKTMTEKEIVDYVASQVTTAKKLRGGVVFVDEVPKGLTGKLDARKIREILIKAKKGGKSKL
STAT1 activator: increases IFN-gamma driven STAT1 reporter signal; NIH 3T3 STAT1-luciferase reporter, luminescence; 100% = IFN-gamma alone, no compound; activation (% of control), % at 5.5 µM; 200,000 tested, 2.6% active; AID 932;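 active means activation above the screen-wide mean activation plus 3 SD, cut at about 130% in these data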;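 further: raw ratio to IFN-gamma control signal so 100% means no change and 0% no light; values of inactives mirror those of a sister screen read the other way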
NF-kB neuron act: NF-kB expression increase, human neuronal cells; NF-kB reporter expression; hits give high values; fold change at 12.5 µM; 190,000 tested, 1.6% active; in the data active means fold change above about 3.3
FLuc act counter: firefly luciferase counter-screen for stimulation assays; activation factor at 10 µM; P08659; 200,000 tested, under 10 active; ATPlite luciferase biochemical, luminescence, 10 min; 0 = ATP-free wells, 1 = DMSO control;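 active means luciferase activation factor, scaled between plate controls, of at least 2 with compound at 10 µM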
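Assay system: Luciferase/luciferin detection reagent, cell-free biochemical luciferase assay / Also added: ATP substrate / Schedule: 10 min at ambient temperature / Measured by: luminescence measurement of luciferase light output / Benchmarks: low control with PBS replacing ATP, high control enzyme plus ATP without compound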
* hit, by the source's call; x = no result given.

SMILES	STAT1 activator	STAT3 act	FLuc act counter	STAT1 blocker	APP 5'UTR act	STAT3 inh	FLuc inh counter	NF-kB neuron act	ROMK mod	APP 5UTR inh
O=C(CN1CCN(C(=O)c2cccs2)CC1)Nc1ccc(Br)cc1	97	107	1.1	3	-1	0	-9	0.93	-0.86	1
O=C1NC(c2ccccc2)CCC1(Cl)Cl (configuration not stated)	105	97	1	-5	-12	2	-1	1.4	0.18	12
COCCCNC(=O)CN(c1cccc(Cl)c1)S(C)(=O)=O	92	92	1	10	-16	16	1	1	x	16
CN(C)c1ccc(C(CNC(=O)c2ccc(C#N)cc2)c2c[nH]c3ccccc23)cc1 (configuration not stated)	104	102	1	-2	-1	-4	-4	0.93	-0.013	1
CCn1c(SCc2ccccc2)nnc1-c1ccc(S(=O)(=O)N2CCCCC2)cc1	82	93	1	20	7	14	-3	0.55	x	-7
O=C(CN1C(=O)NC(Cc2ccccc2)C1=O)Nc1ccc(F)cc1 (configuration not stated)	102	108	1.1	-4	70	-2	-9	1.1	-0.35	-37
CC(=O)Nc1cc2c(=O)n(Cc3ccccc3)c(C)nc2cc1N1CCOCC1	96	102	1	4	5	7	-3	1.3	x	-5
CCOC(=O)N1CCN(C(=S)Nc2cccc(C)c2C)CC1	106	96	1	-6	2	0	-4	1.2	x	-2
CC1(Cc2cn(CCC#N)c3ccccc23)OCCO1	88	104	1.1	13	0	-2	-7	1.5	-1.1	0
COc1cc2[nH]c(=S)n(NC(=O)c3ccccc3)c(=O)c2cc1OC	88	94	1.1	13	-14	4	-7	1.7	0.63	14
CCOc1ccc(NC(=O)COC(=O)c2cccnc2)cc1	104	107	1.1	-4	-2	-3	-7	0.9	x	2
Cc1ccc(C(O)c2nc3ccccc3n2C(C)C)cc1 (configuration not stated)	98	91	1	2	-4	13	-2	0.81	x	4
O=C(c1sc2ccccc2c1Cl)N(Cc1ccco1)C1CCS(=O)(=O)C1 (configuration not stated)	100	102	1.1	-1	-7	2	-8	1.2	x	7
Cn1c(SCC(N)=O)nnc1C1CCN(C(=O)NCc2ccccc2)CC1	100	103	1.1	0	13	1	-8	0.9	x	-13
O=S(=O)(Nc1ncccn1)c1ccc(NC(=S)NCc2cccnc2)cc1	98	100	1	2	-7	5	-2	0.83	0.46	7

Arranged by value in ROMK mod (largest number first): 3 from the list above
smiles,STAT1 activator,STAT3 act,STAT1 blocker,APP 5'UTR act,NF-kB neuron act,ROMK mod,APP 5UTR inh
COc1cc2[nH]c(=S)n(NC(=O)c3ccccc3)c(=O)c2cc1OC,88,94,13,-14,1.7,0.63,14
CN(C)c1ccc(C(CNC(=O)c2ccc(C#N)cc2)c2c[nH]c3ccccc23)cc1 (configuration not stated),104,102,-2,-1,0.93,-0.013,1
CC1(Cc2cn(CCC#N)c3ccccc23)OCCO1,88,104,13,0,1.5,-1.1,0

(listing goes on)
SMILES	STAT1 activator	STAT3 act	FLuc act counter	STAT1 blocker	APP 5'UTR act	STAT3 inh	FLuc inh counter	NF-kB neuron act	ROMK mod	APP 5UTR inh
COc1ccc(Cn2c(=S)[nH]c3cc(C(=O)NCc4cccnc4)ccc3c2=O)cc1	115	104	1	-17	6	4	-3	1.1	-0.24	-6
COCCNC(=O)C(C(=O)c1ccc(F)cc1)n1cc(C)ccc1=O (configuration not stated)	100	95	1.1	-1	15	13	-5	1.4	-0.75	-15
COc1ccc(OC)c(NC(=O)c2cc3sccc3n2C)c1	103	101	1	-3	7	-1	2	1	x	-7
CCOC(=O)N1CCN(C(=O)c2ccc(Oc3ccc([N+](=O)[O-])cc3)cc2)CC1	83	95	1	17	61	10	-4	0.93	-2.4	-61
COc1ccc(NC(=S)N2CCC(C(O)(c3ccccc3)c3ccccc3)CC2)cc1	95	96	1.1	5	-2	4	-5	1.4	x	2
COc1cc2c(cc1NC(=O)CCCCCN1C(=O)CCC1=O)oc1ccccc12	107	100	1	-7	10	5	-3	0.67	-0.26	-10
Cc1ccc2nc(N3C(=O)C(O)=C(C(=O)c4cc5ccccc5o4)C3c3cccs3)sc2c1 (configuration not stated)	154*	110	0.7	-56	160*	-2	29	3.7*	x	-160
Cc1cc2nc(C)c(Cl)c(=O)n2[nH]1	101	93	1	-2	5	11	-5	1	0.94	-5
O=C(NCc1ccco1)c1ccc2snnc2c1	99	108	1.1	1	18	-6	-6	1.4	x	-18
CCCCCCOc1ccc(/C=c2\s/c(=C(/C#N)C(=O)NCc3ccco3)n(-c3ccccc3)c2=O)cc1	96	93	1.1	5	-29	10	-5	1.1	-0.48	29
O=C(CCS(=O)(=O)c1ccc(Br)cc1)NC1CCCC1	99	101	1.1	-4	x	-1	-6	0.95	-0.04	x
Cc1cccc(NC(=O)CSc2nnc(CNC(=O)c3ccc(S(=O)(=O)N(C)C)cc3)n2-c2cccc(C)c2)c1	97	103	1	3	0	-2	-5	0.71	-0.38	0
CCC1Sc2ccccc2N(CC(=O)NCc2ccc3c(c2)OCO3)C1=O (configuration not stated)	98	103	1.1	4	15	0	-6	0.54	x	-15
CC1CCN(S(=O)(=O)c2ccc(Cl)cc2)CC1	104	94	1	-4	-11	13	-5	0.91	-0.44	11
CC(=O)C1=C(O)C(=O)N(Cc2cccnc2)C1c1ccc(O)cc1 (configuration not stated)	109	103	1	-11	-9	-2	-2	0.85	-0.23	9
O=C(Nc1cc(S(=O)(=O)N2CCOCC2)ccc1Cl)C(=O)c1c(-c2ccccc2)cc2ccccn12	101	105	1.1	-1	14	2	-6	0.95	-1.7	-14
CC1(C)CC(=O)C=C(Nc2ccccc2O)C1	94	112	1	7	5	-12	-4	1.1	x	-5
O=C(NC1CC2CCCC(C1)N2Cc1cccs1)c1ccc([N+](=O)[O-])cc1 (configuration not stated)	106	102	1.1	-9	11	-1	-6	1.1	0.24	-11
COc1ccc([N+](=O)[O-])cc1NC(=O)C(C)OC(=O)C1c2ccccc2Oc2ccccc21 (configuration not stated)	102	106	1	-2	10	-9	-1	0.71	0.36	-10
Cc1cc(C)c2c(N)c3ccccc3nc2n1	132*	129	1.1	-36	-11	-24	-8	1.3	0.17	11
CCC(=O)Nc1ccc2oc(-c3cccc(C)c3)nc2c1	103	50	0.3	-3	190*	64*	71*	3.5*	-0.059	-190
O=C(NCc1ccccc1)C1CCN(S(=O)(=O)c2cc([N+](=O)[O-])ccc2Cl)CC1	100	106	1	0	-2	-4	0	0.95	-0.27	2
CC1(C)CC(=O)c2c(n(S(=O)(=O)c3ccccc3)c3ccc(NS(=O)(=O)c4ccccc4)cc23)C1	100	104	1	0	32	-7	-3	1.2	-0.55	-32
COC(=O)c1sc2cc(C(F)(F)F)cnc2c1-c1ccccn1	99	102	1	-1	0	3	-4	0.89	x	0
O=C(NCC(=O)N(c1ccccc1)C(C(=O)NC1CCCC1)c1cccnc1)c1cccs1 (configuration not stated)	110	94	1.1	-11	8	13	-9	1.3	x	-8
COc1cccc(CN(C)C(=O)CCc2nnc(-c3ccsc3)o2)c1	115	111	1	-18	41	-9	0	2.3	-0.32	-42
O=C(c1ccc(Cl)cc1)N1CCN(C(=O)c2ccco2)CC1	102	102	1	-2	3	1	1	1	-0.093	-3
Cc1cc(C)n2nc(SCC(=O)N(C)c3ccccc3)nc2n1	93	97	1	8	12	6	-2	1.1	x	-12
CCOC(=O)C1=C(O)/C(=C\c2ccc(CNC(=O)C(=O)Nc3ccc(C)c(C)c3)o2)N=C1C	97	101	1	4	-4	-1	-5	1.2	0.1	4
COc1ccc(N(CC(=O)NCCC2=CCCCC2)S(=O)(=O)c2ccccc2)c(OC)c1	101	102	1.1	-2	0	-2	-7	0.88	-1.2	0
O=C(c1ccc2c(c1)C(=O)N(c1ccc(Cl)cc1)C2=O)N1CCN(c2ccccn2)CC1	100	102	x	0	0	5	x	x	0.2	0
C=CCNc1nc2c(c(=O)n(C)c(=O)n2C)n1CCCCCC	74	55	1	28	-16	54*	1	0.8	x	16
COc1cc(C(=O)OC(C)CN2CCCC2)cc(OC)c1OC (configuration not stated)	95	103	1.1	6	8	0	-10	1.1	0.27	-8
O=C(O)C1=C[C@@H](c2coc3ccccc3c2=O)C[C@@H](OCc2ccc(CO)cc2)O1	103	x	1	-1	-2	x	-2	1.5	x	2
CCOC(=O)C1(CC2CC2)CCN(Cc2cc(Cl)c(O)c(OC)c2)CC1	99	101	1.1	1	6	5	-9	1	-0.6	-6
Cn1nccc1C(=O)NCCN1C(=O)OC(C)(C)C1(C)O (configuration not stated)	106	95	1.1	-9	8	10	-10	1.1	0.017	-8
COc1ccc(CNC(=O)CN(Cc2ccccc2)S(=O)(=O)c2ccc(Cl)cc2)cc1	99	98	1	1	10	9	4	0.62	x	-10
OCC1(Cc2ccccc2)CCN(Cc2ccc(C(F)(F)F)cc2)CC1	104	102	1	-6	12	2	-4	1.3	-1.9	-12
COC(=O)CCCC(=O)Nc1c(F)c(F)c(F)c(F)c1F	98	97	1.1	2	-7	10	-6	1.2	x	7
Cn1cccc1C(=O)NC(=O)COC(=O)c1ccc(O)cc1	102	97	1	-3	-30	1	1	0.93	-0.67	30
CN(Cc1ccccc1)C(=O)C1CCN(S(C)(=O)=O)CC1	95	90	1	4	24	14	-4	1	0.51	-24
CCOC(=O)C1=C(C)NC(C)=C(C(=O)OCC)C1c1nc2ccccc2[nH]1	92	97	x	8	-4	3	x	x	0.2	4
Cc1cc(C(=O)OCC(=O)c2c(N)n(C)c(=O)n(C)c2=O)c(C)o1	101	88	1.1	-1	-2	15	-6	1	0.85	2
C=CCn1c(N)cc(=O)nc1SCC(=O)Nc1ccccc1	88	106	1.1	13	18	-4	-9	1.1	1.6	-18
CCc1nnc(NC(=O)c2ccc3c(c2)C(=O)N(CC)C3=O)s1	108	106	x	-9	16	-5	x	1.8	x	-16
Cn1c(C(=O)NC2CCCCC2)cc2c(=O)n(C)c3ccccc3c21	100	80	1	0	4	31	-5	1	x	-4
Nc1cc(=O)[nH]c(SCC(=O)Nc2cccc(Cl)c2Cl)n1	102	106	1.1	-3	-5	-5	-5	1.1	-0.0027	6
COc1ccc(-c2noc(Cc3cccs3)n2)cc1	162*	95	0.9	-69	96	17	11	3.9*	x	-96
NC(=O)c1ncc(C(F)(F)F)cc1Oc1ccc(C(F)(F)F)cc1	107	106	1.1	-7	x	0	-6	1.1	-0.072	x
COc1nc2ccc(C)cc2cc1-c1noc(-c2cccnc2)n1	96	93	1.1	4	17	12	-7	1	x	-17
COc1cccc(S(=O)(=O)Nc2ccc(C(=O)N3CCN(C(=O)c4ccco4)CC3)cc2)c1	92	96	1	14	-15	6	-2	1.1	-0.76	15
O=c1cc(C(F)(F)C(F)F)oc2ccccc12	93	102	1	7	-12	3	-3	0.84	1.3	12
Cc1ccc(NC(=O)CN(C)C(=O)c2cc3ccccc3o2)cc1	101	98	1.1	-2	6	4	-5	1.1	1.2	-6
O=C(CCN1CCc2ccccc2C1)Nc1cccc(F)c1	95	101	1	6	-4	3	-5	1.1	x	4
CCOC(=O)c1cccc(NS(=O)(=O)c2cnc[nH]2)c1	103	103	1	-2	-26	3	4	0.98	x	26
CC(=O)/C(=N\Nc1ccccc1)Oc1ccc([N+](=O)[O-])cc1	80	102	1	15	-5	2	0	0.93	0.21	6
COc1ccccc1-n1c(=O)c2c3c(sc2n2c(=S)[nH]nc12)CCC3	92	103	1.1	8	-8	2	-7	1.2	1.4	8
